Screening results: PubChem BioAssay, several laboratories
MsrA inh: bovine MsrA enzyme inhibitors, primary screen, biochemical, absorbance, HTS; purified bovine MsrA, absorbance read-out; inhibition, % at 15.5 µM; hit rate 0.75% among 360,000; AID 651718, 2012; in the data active means inhibition above about 4.5%;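 further: 0% = vehicle wells with enzyme and 100% = reference inhibitor wells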
STEP block: STEP phosphatase inhibitors, primary screen, biochemical, fluorescence intensity, uHTS. recombinant STEP, OMFP fluorogenic substrate. inhibition, % at 20 µM. hit rate 0.25% among 360,000. AID 588621, 2011;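 active means inhibition at 20 µM, scaled per plate between control wells, above about 37%, limit read from the data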;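 further: 0% = DMSO with enzyme and substrate and 100% = substrate only without enzyme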
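System: STEP (striatal-enriched tyrosine phosphatase) enzyme, cell-free; medium: Bis-Tris pH 6.0 buffer with DTT, detergent; dosing: 20 µM, 1% DMSO; times: reaction 20 min, ambient temperature; detection: fluorescence, 480/540 nm; read-out basis: normalized % inhibition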
LMPTP block: LMPTP phosphatase inhibitors, primary screen, biochemical, fluorescence intensity, uHTS. AID 651560, 2012. hit rate 0.22% among 360,000. recombinant LMPTP-A, OMFP fluorogenic substrate. Low molecular weight phosphotyrosine protein phosphatase (Homo sapiens), P24666. inhibition, % at 20 µM;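 active means compounds that cut the enzyme signal by at least half of the control window in the single-dose screen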;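 further: plate controls were DMSO wells with enzyme plus substrate for no effect and substrate without enzyme for full effect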
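Test system: LMPTP-A phosphatase enzyme; input: 0.625 nM LMPTP-A final; reagent: OMFP substrate, 400 µM final; compound dosing: 20 µM single dose, 3% DMSO; incubation: 50 min dark incubation at room temperature; measured by: endpoint fluorescence intensity from OMFP dephosphorylation; measure: % inhibition relative to no-enzyme and uninhibited control wells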
DNMT1 inh: human DNMT1 methyltransferase inhibitors, primary screen, biochemical, molecular beacon, fluorescence, HinP1I cleavage, uHTS; DNA (cytosine-5)-methyltransferase 1 (Homo sapiens), P26358; inhibition (reported as % activation of signal), % at 10 µM; hit rate 0.83% among 360,000; AID 588458, 2011; in the data active means inhibition above about 50%
Target sequence (P26358 504-1616 limits assumed): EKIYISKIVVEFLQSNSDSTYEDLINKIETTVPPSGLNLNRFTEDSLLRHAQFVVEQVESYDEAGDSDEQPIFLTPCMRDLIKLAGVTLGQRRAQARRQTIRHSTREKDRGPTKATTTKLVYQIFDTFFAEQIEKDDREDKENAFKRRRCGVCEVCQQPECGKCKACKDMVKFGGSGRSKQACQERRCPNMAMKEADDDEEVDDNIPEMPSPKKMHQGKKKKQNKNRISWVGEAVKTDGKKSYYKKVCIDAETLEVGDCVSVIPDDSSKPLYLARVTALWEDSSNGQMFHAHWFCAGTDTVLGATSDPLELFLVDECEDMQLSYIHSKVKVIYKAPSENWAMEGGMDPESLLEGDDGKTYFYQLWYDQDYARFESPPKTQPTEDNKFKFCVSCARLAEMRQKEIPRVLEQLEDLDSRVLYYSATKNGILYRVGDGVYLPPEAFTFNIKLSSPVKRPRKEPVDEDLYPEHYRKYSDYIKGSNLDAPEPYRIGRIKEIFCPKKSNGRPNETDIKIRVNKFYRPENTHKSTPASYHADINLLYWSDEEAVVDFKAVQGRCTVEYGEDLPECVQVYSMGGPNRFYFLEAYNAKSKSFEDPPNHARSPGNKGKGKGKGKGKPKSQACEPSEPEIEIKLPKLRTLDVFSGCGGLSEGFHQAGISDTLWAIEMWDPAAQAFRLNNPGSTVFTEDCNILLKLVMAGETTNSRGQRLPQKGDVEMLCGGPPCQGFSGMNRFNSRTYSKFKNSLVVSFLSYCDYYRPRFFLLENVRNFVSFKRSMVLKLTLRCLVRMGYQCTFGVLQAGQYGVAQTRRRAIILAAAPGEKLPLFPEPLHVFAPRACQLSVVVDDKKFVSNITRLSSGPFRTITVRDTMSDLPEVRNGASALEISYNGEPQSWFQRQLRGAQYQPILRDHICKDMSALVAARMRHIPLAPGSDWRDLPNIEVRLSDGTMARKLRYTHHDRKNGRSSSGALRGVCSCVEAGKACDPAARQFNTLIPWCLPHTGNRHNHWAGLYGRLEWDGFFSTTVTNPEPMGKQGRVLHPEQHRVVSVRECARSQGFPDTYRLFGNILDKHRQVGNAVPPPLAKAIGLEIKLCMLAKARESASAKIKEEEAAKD
CendR NRP1 mod: modulators of CendR peptide binding to NRP-1, primary screen, biochemical, fluorescence polarization, uHTS. Neuropilin-1 (Homo sapiens), O14786. FAM-RPARPAR peptide binding to NRP-1. inhibition, % at 25 µM. hit rate 0.85% among 360,000. AID 602438, 2012;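 active means inhibition or corrected inhibition above about 18%, plus a signal ratio from 0.5 to 1.5, limit read from the data, passing the limit was not always enough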; further: strong numbers were not always called active
eLon inh: inhibitors of E. coli Lon protease, primary screen, biochemical, fluorescence polarization | P0A9M0 | purified E. coli Lon protease | inhibition, % at 7.94 µM | hit rate 0.42% among 360,000 | AID 602123, 2011; in the data active means inhibition above about 13%, passing the limit was not always enough;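 further: 0% = enzyme with probe and DMSO and 100% = no enzyme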
Scp-1 inhibitor: Scp-1 phosphatase inhibitors, primary screen, biochemical, colorimetric, uHTS. Carboxy-terminal domain RNA polymerase II polypeptide A small phosphatase 1 (Homo …. Recombinant Scp1, phosphopeptide, malachite green phosphate absorbance. AID 493091, 2011. inhibition, % at 20 µM. hit rate 0.88% among 340,000;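 active means inhibition above about 50% at 20 µM, limit read from the data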;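 further: plate controls were DMSO wells with enzyme for no effect and wells lacking enzyme for full effect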
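Incubation: 45 min enzyme reaction at room temperature / System: truncated SCP-1 phosphatase (76-261aa) / Reagent: Phospho 17-mer peptide substrate / Buffer or medium: Acidic Tris acetate buffer with magnesium and detergent / Signal: absorbance at 630 nm / Doses: one concentration, 20 µM, with 1.0% DMSO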
SUMO1 PPI mod: modulators of SUMO1 protein-protein interactions, primary screen, biochemical, uHTS; Small ubiquitin-related modifier 1 (Homo sapiens), P63165; inhibition, % at 20 µM; SUMO1 binding to a labelled peptide, TR-FRET, 1 h; hit rate 0.33% among 360,000; in the data active means inhibition above about 37%
TbMetRS inhib: T. brucei MetRS inhibitors, primary screen, biochemical, luminescence; AID 624268, 2012; hit rate 0.4% among 360,000; methionyl-tRNA synthetase (Trypanosoma brucei brucei); purified T. brucei MetRS, ATP depletion, Kinase-Glo luminescence; inhibition, % at 11.9 µM;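 active means inhibition above a per-plate cutoff of the control wells' mean inhibition plus 3 SD, cut at about 5.5% in these data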;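 further: 0% = DMSO wells median and 100% = median of wells with control inhibitor compound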
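Assay system: T. brucei methionyl-tRNA synthetase, purified | Medium: HEPES buffer with MgCl2, KCl, DTT, spermine, BSA, pyrophosphatase | Compound: 11.9 µM single point | Incubation: 15 min enzyme-compound preincubation, 2 h reaction, 10 min detection, 25 °C | Measured by: Kinase-Glo luciferase luminescence reporting remaining unconsumed ATP | Measure: % inhibition normalized to control-well medians | Replication: Singlicate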
MsrA act: bovine MsrA enzyme activators, primary screen, biochemical, absorbance, HTS. purified bovine MsrA, absorbance read-out. activation, % at 10.6 µM. hit rate 0.3% among 360,000. AID 602163, 2012; in the data active means activation above about 7.5%;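 further: 0% = vehicle and 100% = reference activator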
* marks the source's active call; other numbers are inactive results; nt = no result given. Outcome played no part in choosing rows; 4.3% or so of the library scored in one or more.

SMILES	MsrA inh	STEP block	LMPTP block	DNMT1 inh	CendR NRP1 mod	eLon inh	Scp-1 inhibitor	SUMO1 PPI mod	TbMetRS inhib	MsrA act
Cc1occc1C(=O)NNC(=S)NC(=O)COc1ccc(Cl)cc1Cl	1.2	5	6.5	1	-8	4	-9	1	-0.6	-2
CCn1ccnc1CN1CCc2c([nH]c3ccccc23)C1C(C)(C)C (stereo not drawn)	0.0	-4	-0.3	-2	4	-4	-4	3	-0.5	-1
CCc1ccc(OCC(O)Cn2c(N3CCCCC3)nc3c2c(=O)[nH]c(=O)n3C)cc1 (stereo not drawn)	-0.2	0	0.9	1	1	-4	-10	-2	1.5	1
N#Cc1ccc(COc2cccnc2[N+](=O)[O-])cc1	-0.2	-1	-1.3	3	-4	-3	-4	-26	-0.5	0
CCCS(=O)(=O)N1CCCC(C(=O)NCCCOC(C)C)C1 (stereo not drawn)	-0.6	6	-0.8	3	11	-1	-2	0	-0.5	0
CCOC(=O)C1CCCN(Cc2nc(N)nc(Nc3ccc(OC)cc3)n2)C1 (stereo not drawn)	1.9	0	-0.8	-3	4	1	-3	0	-0.1	-2
CCN(CC)S(=O)(=O)c1ccc(NC(=O)COc2nc3ccccc3nc2N2CCOCC2)cc1	0.9	-2	-1.3	-3	7	0	-5	-4	-0.9	-7
COC(=O)c1ccccc1N(C)S(=O)(=O)c1cc2c3c(c1)CCC(=O)N3CCC2	0.3	0	-1.2	0	5	-9	-3	0	-0.4	0
C[C@H](NC(=O)[C@@H]1CSC2c3ccccc3C(=O)N21)C(=O)NC1CCCCC1 (stereo partly drawn)	-0.9	2	-0.8	2	5	-10	0	3	-1.1	-9
N#C/C(=C/c1ccc(Cl)cc1)NC(=O)c1ccccc1	-0.4	-4	-0.1	1	6	-4	3	-2	-1.4	-10
CCCn1nnnc1NCc1cc(Br)ccc1OC	-2.2	-3	-1.4	-1	5	0	2	-4	0.1	-3
COc1ccc(-c2cc(-c3ccc(C)cc3)nc(SCc3nnc(-c4ccccc4)o3)c2C#N)cc1OC	-0.5	14	5.7	2	-1	-2	-10	-38	-0.8	-3
Cc1c(C(=O)NCc2ccco2)sc(=O)n1Cc1ccc(S(C)(=O)=O)cc1	-0.5	-1	-1.0	-5	-11	7	nt	2	-0.4	-1
O=C(NN1C(=O)C2C3C=CC(C3)C2C1=O)c1ccncc1 (stereo not drawn)	2.1	2	-1.8	14	11	-1	-6	1	-0.1	-4
COC(=O)c1ccc(/C=N/N2CCN(Cc3ccccc3Cl)CC2)cc1	-1.3	3	2.0	3	5	-6	-11	-7	0.2	-3
CC1(C)C=Cc2c(ccc3c2OC[C@H](c2ccc(O)cc2O)C3)O1	-0.4	-3	3.6	-35	-5	-9	-10	2	-0.1	1
COc1ccc(NC(=O)COC(=O)Cn2cnc3ccccc3c2=O)c(OC)c1	0.5	0	-0.8	-2	14	-6	-12	2	-0.3	-1
COc1ccc(NC(=O)CN2CCN(C(=O)C3CCCO3)CC2)c(OC)c1 (stereo not drawn)	0.1	4	-0.2	-1	-5	4	-9	6	-0.1	-3
COC(=O)c1ccccc1NC(=O)CSc1nnc(C(C)NC(=O)c2ccc(Cl)cc2Cl)n1C (stereo not drawn)	0.2	0	0.6	-2	11	-4	-1	4	-0.2	-2
Cc1cccc(-c2nnn(C/C(N)=N/O)n2)c1	-1.3	-2	-0.8	0	3	7	-1	3	-0.2	-4
CC[C@]12c3[nH]c4ccc(Cl)cc4c3CCN1C(=O)[C@@H](CC(=O)NCc1cccc(C(F)(F)F)c1)C[C@@H]2C(=O)N1CCN(C(=O)C2CC2)CC1	0.8	1	1.1	-12	3	2	-4	3	0.7	-2
CCC(=O)N1CCc2cc(S(=O)(=O)N3CCCCCC3)ccc21	-0.3	-1	-0.6	4	0	2	13	-7	-1.2	-6
O=C(Nc1ccc(Br)cc1)C1CCCN1S(=O)(=O)c1cccs1 (stereo not drawn)	-0.3	-3	-0.6	-1	-6	-4	-19	-2	-1.2	-5
COc1cc(/C=C2\SC(=S)N(NS(=O)(=O)c3ccccc3)C2=O)ccc1O	2.7	0	0.3	-3	-250	-71	60*	-22	1.1	-6
O=C1NN(c2ccccc2)C(=O)C2C3C=CC(C4CC34)C12 (stereo not drawn)	-0.8	-2	-1.5	-2	4	-7	-6	0	-0.3	0

(list continues)
SMILES	MsrA inh	STEP block	LMPTP block	DNMT1 inh	CendR NRP1 mod	eLon inh	Scp-1 inhibitor	SUMO1 PPI mod	TbMetRS inhib	MsrA act
COc1ccc(NC(=O)CC2C(=O)N(c3cccc(OC)c3)C(=O)N2C(C)C)cc1 (stereo not drawn)	1.0	-2	-0.3	7	11	-5	-14	-5	0.1	-2
O=S(=O)(/N=C(/NC(=S)Nc1ccccc1)c1ccccc1)c1ccc(Cl)cc1	-1.6	1	0.3	-4	4	0	-4	1	-1.0	-6
O=C(CCn1nc(-c2ccc(Cl)cc2)ccc1=O)N1CCN(c2ccccc2)CC1	-1.2	1	0.8	-2	-4	-2	-10	-11	-0.2	-1
O=C(CSc1nnnn1-c1cccc2ccccc12)NC(C(=O)O)(c1ccccc1)c1ccccc1	0.0	2	2.6	-4	1	-8	-13	-3	-0.9	-2
Cc1ccc(Nc2nnc(SC(C)C(=O)NC3CC3)s2)cc1 (stereo not drawn)	0.6	-1	-0.7	1	-8	3	10	4	0.0	-7
C/C=C/c1ccc(O)c(OC)c1	0.5	-1	-0.3	-5	-3	-5	-1	2	-0.1	-3
COc1ccccc1CNS(=O)(=O)c1ccc2c(c1)CCCN2C(C)=O	1.8	-2	-0.5	0	12	0	-6	11	0.1	1
COc1cccc(N(CC(=O)N2CCCC2)S(C)(=O)=O)c1	-0.2	-2	-1.8	-5	11	-10	-2	3	-0.7	0
CCN(CC)c1ccc(C2N(C(=O)N3CCOCC3)CCN2S(=O)(=O)c2ccc(C)cc2)cc1 (stereo not drawn)	4.6*	-3	-2.0	2	-2	6	-2	-9	-1.4	-12
COc1ccccc1C(=O)CSc1n[nH]c(N)n1	2.2	0	0.4	-3	0	-3	5	1	-0.9	3
CCCOc1ccccc1OCC(=O)Nc1cccc(S(=O)(=O)NC2=NCCC2)c1	-0.5	-5	2.2	1	2	6	1	6	-0.4	-7
CCOc1ccc(C2CC(c3cccc(Cl)c3)n3nc(N)nc3N2)cc1 (stereo not drawn)	0.5	2	-0.4	-3	1	-2	7	2	-0.2	-1
O=C(O)/C(=C\c1cccc(C(F)(F)F)c1)c1ccc(S(=O)(=O)N2CCCC2)s1	0.1	-2	-0.9	11	15	-12	11	-4	0.1	-2
CC(C)Oc1ccc(C2c3c(oc4ccccc4c3=O)C(=O)N2CCCN2CCOCC2)cc1 (stereo not drawn)	0.9	-3	-2.6	-4	6	3	-2	-8	-0.1	2
CCOC(=O)Cn1c(=O)oc2cc(S(=O)(=O)Nc3ccc(N(CC)CC)cc3C)ccc21	0.3	-3	-1.1	0	-10	-1	-4	5	-0.6	-8
C=CCN1C(=O)/C(=C/c2ccc(O)cc2)S/C1=N/c1nccs1	0.2	-3	3.2	-19	-151	-217	-8	-33	-0.1	-5
O=C(NCc1cccnc1)c1ccc(Cl)c(Cl)c1	-0.2	1	-2.4	3	-5	-3	-8	1	-0.5	-6
Cc1cc(Cl)c(S(=O)(=O)N/N=C/c2ccc3c(c2)OCO3)c(Cl)c1	-0.2	1	1.6	-2	-5	8	4	2	-0.8	-10
CCOC(=O)C(=O)/C(C#N)=C/Nc1ccccc1	0.4	-6	-3.2	3	-2	-2	-11	-4	-0.7	-4
CSc1ccc(Cl)c(C(=O)OCC(=O)Nc2ccccc2OC(F)F)c1	1.0	-1	2.1	-2	-1	-7	-9	0	-0.8	3
CSc1ccccc1OCc1cc(C(=O)N(C)Cc2cc(C)[nH]n2)no1	1.8	-4	0.1	-1	-2	-9	7	7	-0.8	-12
O=C(Nc1ccc(NC(=O)c2ccco2)cc1)c1ccco1	0.1	-1	-0.4	1	-1	-8	-6	2	0.0	-3
CCN1CCN(CCNC(=O)c2ccc(/C=C3\Sc4ccccc4N(Cc4ccccc4F)C3=O)cc2)CC1	1.9	2	-5.7	-5	10	14	-2	-150	0.4	-1
COc1ccc(S(=O)(=O)Nc2ccc(Oc3ccsc3C(=O)O)cc2)cc1	-0.7	-1	-1.4	2	13	3	-14	15	0.0	4
CCS(=O)(=O)c1ccc2oc(Nc3cccc(OC)c3)nc2c1	0.2	1	1.3	-8	2	0	1	4	0.5	0
CCSc1nnc([C@@H]2CCCN2C(=O)OC(C)(C)C)o1	0.1	-4	-1.7	1	2	-13	-10	0	-0.5	-6
COc1ccccc1C(=O)Nc1ccnn1C1CCN(Cc2cnc(N(C)C)s2)CC1	0.4	2	0.4	-1	5	7	-5	5	-0.4	-1
CC(=O)NC12CC3CC(C1)CC(C(=O)N1CCN(S(=O)(=O)c4ccc([N+](=O)[O-])cc4)CC1)(C3)C2	-0.1	-2	-9.8	-7	5	-2	-10	-59	0.3	0
CC(=O)Nc1ccc(O)c(-c2nc3ccccc3s2)c1	1.0	-2	0.8	-6	4	-16	-6	-87	0.1	-4
Cc1cccc(N(CC(=O)N2CCOCC2)S(C)(=O)=O)c1	-0.9	0	-0.6	1	-5	-1	-8	-2	0.1	-1

Of the compounds above, these have a furan ring, fused or not:
SMILES	MsrA inh	STEP block	LMPTP block	DNMT1 inh	CendR NRP1 mod	eLon inh	Scp-1 inhibitor	SUMO1 PPI mod	TbMetRS inhib	MsrA act
Cc1occc1C(=O)NNC(=S)NC(=O)COc1ccc(Cl)cc1Cl	1.2	5	6.5	1	-8	4	-9	1	-0.6	-2
Cc1c(C(=O)NCc2ccco2)sc(=O)n1Cc1ccc(S(C)(=O)=O)cc1	-0.5	-1	-1.0	-5	-11	7	nt	2	-0.4	-1
O=C(Nc1ccc(NC(=O)c2ccco2)cc1)c1ccco1	0.1	-1	-0.4	1	-1	-8	-6	2	0.0	-3
